From PubChem BioAssay
tim23-1 inh = inhibits growth of tim23-1 mutant yeast; S. cerevisiae tim23-1 growth, BacTiter-Glo luminescence, 24 h; 330,000 tested, 1.3% active; AID 463212; inhibition, % at 20 µM;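 active means growth inhibition of the mutant yeast at or above 50%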;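 further: temperature-sensitive mutant grown at 25 °C; plate controls were DMSO-treated mutant yeast for no effect and medium wells lacking yeast for full effect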
TIM10 inh = TIM10 yeast growth inhibition; 330,000 tested, 1.4% active; S. cerevisiae TIM10 strain growth, BacTiter-Glo luminescence, 24 h; AID 463195; inhibition, % at 10 µM;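 active means inhibition of 40% or more at the single tested concentration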;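 further: wild-type TIM10 isogenic control strain grown at permissive 25 °C; 0% = DMSO yeast wells and 100% = minimal medium wells without yeast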
XBP1 UPR activ = activators of adaptive arm of unfolded protein response (XBP1) | 330,000 tested, 0.33% active | CHO-XBP1 luciferase reporter, IRE1-XBP1 UPR activation, luminescence; percent of tunicamycin response, DMSO as zero | activation, % at 20 µM | AID 463104;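 active means versus positive control, 20 µM dose yields 30% or more activation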;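 further: 100% = tunicamycin at 10 µg/mL and 0% = DMSO only wells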
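Material: IRE1-XBP1 luciferase reporter CHO line / Quantity: one thousand reporter cells per well / Buffer or medium: F12 with 10% serum / Compound: 20 µM single concentration, DMSO 1% / Times: 6 h treatment, 37 °C / Detection: Steady-Glo luciferase glow luminescence, 10 min after reagent addition / Benchmarks: tunicamycin high, DMSO low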
APJ antagonist = antagonists of human APJ apelin receptor; CHO-K1 APJ beta-arrestin complementation, luminescence; inhibition, % at 20 µM; 330,000 tested, 0.32% active; AID 2521;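 active means inhibition above about 40% at 20 µM, limit read from the data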;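 further: cells challenged with 10 nM apelin-13 agonist together with compound; plate controls were apelin-13 plus DMSO wells for no effect and DMSO wells lacking apelin-13 for full effect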
Target sequence (P35414 whole entry, looked up): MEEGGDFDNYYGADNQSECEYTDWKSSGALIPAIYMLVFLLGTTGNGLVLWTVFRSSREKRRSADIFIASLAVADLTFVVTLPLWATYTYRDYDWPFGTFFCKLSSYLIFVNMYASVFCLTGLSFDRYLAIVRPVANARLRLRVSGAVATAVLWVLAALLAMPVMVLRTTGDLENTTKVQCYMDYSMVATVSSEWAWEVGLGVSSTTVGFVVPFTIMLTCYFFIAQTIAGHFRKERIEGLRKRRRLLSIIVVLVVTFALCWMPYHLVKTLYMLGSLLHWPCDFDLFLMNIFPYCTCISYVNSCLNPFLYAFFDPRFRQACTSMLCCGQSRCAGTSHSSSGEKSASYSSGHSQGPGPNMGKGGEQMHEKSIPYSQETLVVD
tim10-1 inh = tim10-1 yeast growth inhibition. S. cerevisiae tim10-1 ts strain growth, BacTiter-Glo, 24 h. inhibition, % at 20 µM. 330,000 tested, 2.2% active. AID 463190;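 active means inhibition of at least 40%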;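 further: mutant grown at 25 °C; 0% = DMSO wells with yeast and 100% = wells holding no yeast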
Mdm2 MdmX PPI = human Mdm2/MdmX binding inhibition. O15151+Q00987. SaOS-2 split-luciferase Mdm2/MdmX complementation, luminescence. inhibition, % at 8 µM. 330,000 tested, 3% active. AID 485346;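 active means inhibition of at least 50% at 8 µM in the primary screen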
CXCR6 block = inhibitors of human CXCR6 receptor | O00574 | CHO-K1 PathHunter CXCR6 beta-arrestin, luminescence | inhibition, % at 20 µM | 360,000 tested, 0.36% active | AID 602244; in the data active means inhibition above about 34%, passing the limit was not always enough;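 further: antagonist mode with CXCL16 agonist at 10 nM final; 0% = 10 nM CXCL16 with DMSO and 100% = unstimulated wells without agonist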
Target sequence (O00574 whole entry, looked up): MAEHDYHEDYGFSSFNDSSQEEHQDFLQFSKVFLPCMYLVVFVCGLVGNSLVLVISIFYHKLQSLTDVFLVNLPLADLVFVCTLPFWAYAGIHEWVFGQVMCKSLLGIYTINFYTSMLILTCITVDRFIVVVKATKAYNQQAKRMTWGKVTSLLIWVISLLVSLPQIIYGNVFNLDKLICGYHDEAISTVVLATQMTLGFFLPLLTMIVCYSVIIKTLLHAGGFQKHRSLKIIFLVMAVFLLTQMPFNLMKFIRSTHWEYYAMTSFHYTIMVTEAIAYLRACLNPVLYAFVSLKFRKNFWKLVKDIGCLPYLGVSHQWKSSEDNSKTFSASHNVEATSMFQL
UPR CHOP act = apoptotic UPR (CHOP) activation; activation, % at 10 µM; 330,000 tested, 0.34% active; AID 449763; CHO-CHOP luciferase reporter, luminescence; percent of tunicamycin response over DMSO baseline;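 active means at 10 µM dose, activation of 40% or more, normalized to positive control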;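 further: 100% = tunicamycin at 10 µg/mL and 0% = DMSO alone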
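System: CHO CHOP reporter cells. Amount: 500 cells per well. Buffer or medium: F12 medium, 10% FBS. Compound dosing: one dose, 10 µM in 0.5% DMSO. Incubation: 6 h compound exposure at 37 °C after overnight seeding. Technique: Steady-Glo luciferase luminescence. Benchmarks: tunicamycin and DMSO controls.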
APJ agonist = APJ receptor agonism; activation, % at 20 µM; CHO-K1 APJ PathHunter beta-arrestin, luminescence; 0% DMSO wells, 100% apelin; 330,000 tested, 0.11% active; P35414; AID 2520;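 active means activation more than six SD over the plate average, tested at 20 µM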;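 further: 0% = DMSO alone and 100% = apelin-13 at 10 nM; some results filed as inactive read as strong as hits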
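assay system = CHO-K1 APJ beta-arrestin complementation cell line | input = cell density 1000 per well | dosing = compound 20 µM once, DMSO 1% | timing = compound 90 min 25 °C, reagent 1 h | measured by = luminescence from split beta-galactosidase complementation, Galacton Star/Emerald II substrate | read-out basis = APJ agonist activity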
* marks the source's active call; other numbers are inactive results. Only part of the results is shown, so the mix of outcomes need not match the whole.

The first 2 records as a preview:
#	mol	APJ agonist	tim10-1 inh	XBP1 UPR activ	APJ antagonist	CXCR6 block	UPR CHOP act	tim23-1 inh	Mdm2 MdmX PPI	TIM10 inh
1	COC(=O)C1CCN(C2CC(=O)N(c3cc(C)cc(C)c3)C2=O)CC1 (stereo not given)	-1	40*	1	3	-11	0.0	30	6	7
2	O=C(Cc1ccc(-c2ccccc2)cc1)N1CCOCC1	10	22	-1	14	4	-0.8	22	-1	-8

The list itself, from the first entry:
#	mol	APJ agonist	tim10-1 inh	XBP1 UPR activ	APJ antagonist	CXCR6 block	UPR CHOP act	tim23-1 inh	Mdm2 MdmX PPI	TIM10 inh
1	COC(=O)C1CCN(C2CC(=O)N(c3cc(C)cc(C)c3)C2=O)CC1 (stereo not given)	-1	40*	1	3	-11	0.0	30	6	7
2	O=C(Cc1ccc(-c2ccccc2)cc1)N1CCOCC1	10	22	-1	14	4	-0.8	22	-1	-8
3	COc1ccc(NC(=S)N2CCc3ccccc32)cc1OC	-7	-1	-4	-14	0	2.3	16	-1	1
4	CCCCC1=NN(C(=O)c2ccncc2)C(O)(C(F)(F)F)C1 (stereo not given)	-1	7	-1	0	4	-0.8	-2	13	-8
5	Cc1ccc(N(CC(=O)NC2CCCC2)C(=O)CNC(=O)c2cccs2)cc1F	0	22	0	-7	6	1.2	15	-41	-2
6	O=[N+]([O-])c1cccc(-c2ccc(SCc3ccccn3)nn2)c1	1	36	5	9	-4	4.2	-10	-20	22
7	CCn1c(SCC(=O)NC(=O)Nc2ccc3c(c2)OCCO3)nnc1-c1cccs1	-2	5	3	-1	0	0.5	2	5	18
8	C/C(=N\NC(=S)NC(C)C)c1ccc(Cl)c([N+](=O)[O-])c1	-2	3	2	0	17	0.8	16	-4	-8
9	Cc1ccc(S(=O)(=O)N(C)c2ccc(OC(=O)c3ccc(=O)[nH]c3)cc2)cc1	-3	6	-7	8	-4	0.0	18	1	16
10	CC(=O)c1cc(-c2ccc(F)cc2)n(CCC(=O)Nc2cccc(C)n2)c1C	-2	31	-1	5	1	-2.0	16	20	28
11	C=CCNc1nc(Nc2ccc(Cl)cc2)nc(OC)n1	-1	43*	2	-8	-1	2.9	26	4	28
12	COc1ccc(C(=O)NCCN2CCOCC2)cc1[N+](=O)[O-]	-4	9	-4	5	2	2.0	7	16	-11
13	CCOC(=O)c1cccnc1SCC(=O)NCc1ccccc1	-1	17	-1	11	2	0.2	-5	10	-12
14	COC(=O)c1sc(N2CCCCC2)c(C#N)c1N	-2	-10	4	14	0	2.8	3	11	3
15	Cc1nn(C)cc1NC(=O)CCSc1nc(-c2ccco2)cc(C(F)(F)F)n1	-4	18	-1	7	0	-2.9	24	4	4
16	S=c1nc(Cc2ccc(Cl)cc2)[nH]c2ccccc12	-3	34	-2	32	16	-1.4	7	11	14
17	CCOC(=O)C1CCCN(Cc2ccccc2F)C1 (stereo not given)	3	14	-1	2	0	-0.6	-5	-2	-18
18	CCOC(=O)N1CCN(c2ncnc3c2[nH]c2ccc(F)cc23)CC1	8	17	2	-7	-13	3.9	6	5	14
19	Cc1ccc(-c2csc3nc4ccc(C(=O)NCCO)cc4c(=O)n23)cc1	-2	-5	-2	3	-10	-2.3	-4	16	6
20	c1ccc(-n2cnc3ccccc32)cc1	-2	-14	2	4	-3	2.9	-12	48	-4
21	CC(C)(C)c1ccc(S(=O)(=O)N2CCSC2)cc1	-5	28	1	22	-5	1.4	30	-24	9
22	C=CCC1(NC(C)c2ccccc2)CCCCC1 (stereo not given)	-1	20	-1	19	2	-0.7	10	12	-12
23	O=C1CN(c2ccccc2F)C(=O)CN1c1ccccc1F	-1	8	0	6	-4	-1.2	-5	23	8
24	CC(=O)c1sc(NC(=O)c2ccc3c(c2)OCO3)nc1C	4	4	0	6	-6	2.8	-2	-54	0
25	Cc1ccc(-c2cc(C(F)F)n3ncc(C(=O)N4CCN(c5cccc(C)c5C)CC4)c3n2)cc1	-2	28	22	6	6	14	28	35	25
26	Nc1ccc(-c2nc3cc([N+](=O)[O-])ccc3o2)cc1	-1	7	1	-19	5	6.5	-6	-159	6
27	Nc1nc(SCc2ccc(Cl)cc2Cl)nc2nc3c(cc12)CCCC3	-1	5	59*	-2	6	3.0	14	57*	12
28	O=C(Cn1cnc([N+](=O)[O-])c1)Nc1ccc(F)c(Cl)c1	-1	-9	0	-11	6	-0.5	-4	-16	11
29	CCC1(C)Cc2c(sc3c2c2ncnn2c2nnc(SCC(=O)NCc4ccco4)n32)CO1 (stereo not given)	-1	0	-1	-5	11	-2.7	0	17	-5
30	O=C(NCc1ccco1)Oc1ccccc1	-3	14	0	3	-5	3.5	-12	14	-8
31	CC(NC(=O)NC(N)=O)(C(F)(F)F)C(F)(F)F	1	-18	-1	0	-8	-0.6	-18	2	-4
32	CN1C(=O)CC(Sc2ccccc2C(=O)O)C1=O (stereo not given)	-3	6	0	-3	-1	1.0	-2	-15	3
33	CCN(Cc1ccncc1)Cc1ccc(OC)c(OC)c1	-3	-22	-8	21	-2	-0.3	-3	1	-6
34	COc1ccc(Cl)cc1NC(=O)CSc1nc(NS(=O)(=O)c2ccc(C)cc2)cc(=O)[nH]1	2	-12	6	6	-9	7.7	9	20	9
35	O=C(CSC1=NS(=O)(=O)c2cc(F)ccc2N1)NCc1ccccc1Cl	-1	-4	2	3	-10	2.2	3	5	-3
36	CCc1cc(C(=O)N2CCCc3ccccc32)sc1C	2	-1	-1	-9	6	-0.5	19	2	-2
37	CCOC(=O)c1[nH]c(C)c(C(=O)Nc2ccc(C)c(Cl)c2)c1C	3	24	1	24	4	-0.4	16	35	14
38	CC(C)CNC(=O)COC(=O)c1ccc2c(c1)C(=O)N(Cc1ccco1)C2=O	0	1	-5	1	0	2.1	2	31	-3
39	COc1ccc(/C=C(\NC(=O)c2ccc(C)cc2)C(=O)Nc2ccc(C(=O)O)cc2)cc1	0	12	2	-5	7	0.4	10	-12	-16
40	CN1CC(=O)N/C1=N\C(=O)Nc1ccc2c(c1)N(C)C(=O)CS2	0	8	3	12	-8	1.0	8	-31	10
41	CC(C)[C@H](NC(=O)c1ccccc1Cl)C(=O)OCC(=O)N1CCCCC1	1	-1	3	6	-2	3.7	5	2	-10
42	COc1ccc(/C=C2\N=C(C)N(c3ccc(C(=O)O)cc3)C2=O)cc1OC	-4	3	3	13	8	0.2	3	2	4
43	Cc1ccc(C)c(-c2cc(C(=O)Nc3sc(C)c(C)c3C(N)=O)c3ccccc3n2)c1	-3	31	-1	21	4	3.5	40	51*	39
44	Cc1cccc2nc(CSc3nc4[nH]ncc4c(=O)n3-c3ccccc3Cl)cc(=O)n12	0	20	4	-7	-8	1.2	11	13	17
45	CN(C)c1ccc(P(=O)(OCc2ccccc2)C(O)c2ccc(Cl)cc2)cc1 (stereo not given)	2	17	-1	-14	0	-1.2	28	-34	-3
46	COc1cccc(NC(=O)Cn2c(=O)n(CCC(=O)NCc3ccco3)c(=O)c3ccccc32)c1	1	10	-1	-2	1	0.7	5	-5	-3
47	COc1ccc(-c2noc(CCC(=O)NCCc3ccccc3)n2)cc1	-2	16	-1	22	-6	2.0	12	-24	20
48	C=CCc1cc(C=O)cc(OC)c1OCc1ccc(C(=O)O)cc1	-3	14	-3	-28	-10	0.3	12	22	1
49	O=C(NCc1nc2ccccc2[nH]1)C1=C[C@H](c2ccc(C(F)(F)F)cc2)C[C@H](OCCCCO)O1	-5	11	-2	-65	9	2.9	22	-26	-2
50	COc1ccc(CN2C(=O)c3ccccc3C2=O)cc1	0	6	-2	-1	6	2.0	7	18	9

Going on with the list.
#	mol	APJ agonist	tim10-1 inh	XBP1 UPR activ	APJ antagonist	CXCR6 block	UPR CHOP act	tim23-1 inh	Mdm2 MdmX PPI	TIM10 inh
51	COc1ccc(OC)c(C2CC(=O)N3CN(c4ccc(C)c(Cl)c4)CSC3=C2C#N)c1 (stereo not given)	6	10	-2	10	10	0.7	-2	28	7
52	NC(=O)c1ccc(NC(=O)CCN=C2NS(=O)(=O)c3ccccc32)cc1	-6	-5	0	-13	-4	0.1	-10	7	1
53	O=C(NCCCN1CCOCC1)C(=O)NCc1ccco1	1	5	-1	13	-7	-1.7	-6	-29	0
54	Cc1nn(CC(=O)N2CCN(Cc3ccccc3)CC2)c(=O)c2ccccc12	-2	9	0	15	4	2.1	-7	20	1
55	Cc1c(Cl)cccc1NC(=O)NCc1ccccn1	8	-8	-2	24	-10	2.5	5	11	7
56	COc1cc(/C=N/NC(=S)Nc2cccc(C(=O)O)c2)ccc1O	2	20	-4	-24	-14	-5.8	17	43	15
57	O=C(O)CCCC(=O)Nc1ccc(S(=O)(=O)Nc2nccs2)cc1	2	-12	-2	3	3	-1.1	7	-10	2
58	C=CCn1c(SCC(=O)N(CCOC)c2c(N)n(CCCC)c(=O)[nH]c2=O)nnc1-c1ccc(Cl)cc1	-3	-13	-4	-42	1	-0.8	-1	-4	7
59	O=C(CNS(=O)(=O)c1ccc(Br)s1)N1CCCC1	2	-15	0	-4	-2	1.9	-1	15	-10
60	O=C(c1ccc(S(=O)(=O)Nc2ccccc2Cl)cc1)N1CCOCC1	9	4	2	15	-5	-0.3	25	0	10
61	CC1C(Br)C(=O)NC(=O)N1Cc1ccccc1 (stereo not given)	-4	14	-1	5	6	-0.8	8	19	0
